# LDHA block: inhibitors of human lactate dehydrogenase A; P00338; purified LDHA, NADH/diaphorase-resazurin fluorescence; hits give low values; activity change, % (values are at about 110 or 230 µM); 480,000 tested, 0.15% active; AID 1347041; in the data active = activity change below about -30%; inconclusive = mostly about -25% to -30%;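 also: plate controls were DMSO wells for no effect and wells without enzyme for full effect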
#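 Human LDH5 at 2 nM final in Tris HCl pH 7.4 with 0.06 mM NADH and 0.2 mM pyruvate, reacted 5 minutes at room temperature. Remaining NADH coupled via diaphorase/resazurin; resorufin fluorescence read at 0 and 20 minutes, normalized to enzyme-free and DMSO wells.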
# Starred values were filed as active, the others as inactive; u = inconclusive. Some of the compounds tested; count on the stated rates, not on these rows.
cpd	structure	LDHA block
1	CCOC(=O)C1=CCN(S(=O)(=O)c2ccccc2C)C1c1cccc(Cl)c1 (centres undefined)	-3.4
2	Cc1ccc(Nc2nnc(SC(C)C#N)s2)cc1 (centres undefined)	0.4
3	Cc1ccccc1CC(=O)Nc1ccc(N2CCOCC2)c(Cl)c1	-4.8
4	O=C(Cn1ccc2ccc(Cl)cc21)NCc1ccccc1	-5.7
5	O=[N+]([O-])c1ccc(Oc2cccc3cccnc23)cc1	0.6
6	Cc1oc(-c2ccccc2)nc1C(=O)Nc1ccc(S(=O)(=O)N2CCCC2)cc1	3.2
7	CCCN(CCC)S(=O)(=O)N1CCCC(c2nncn2C)C1 (centres undefined)	5.6
8	Nc1sc(-c2ccccc2)cc1C(=O)NCCN1CCOCC1	1.0
9	CCOC(=O)N1CCN(C(=O)C[C@@H]2C[C@@]3(C(=O)OC)CCCCC=C3N(Cc3ccccc3)C2=O)CC1	-3.1
10	CCN(CC)S(=O)(=O)N1CC=C(c2c[nH]c3cccc(C)c23)CC1	4.3
11	Cc1c(OS(C)(=O)=O)ccc2c3c(c(=O)oc12)CCCC3	3.0
12	CSCCC(NS(=O)(=O)c1ccc2c(c1)oc(=O)n2C)C(=O)Nc1ccc(C)c(C)c1 (centres undefined)	-0.6
13	CN(C)C(=O)COC(=O)c1cc(-c2ccc(Cl)s2)nc2ccccc12	-6.1
14	CCC(C)(C)C(=O)NCc1ccc(OC)cc1	1.4
15	N#C/C(=C/c1ccccc1OC(F)F)C(=O)c1ccccc1	1.7
16	COCCNC(=O)CN1CCN(C(C(=O)O)c2c(C)[nH]c3ccccc23)CC1 (centres undefined)	-7.8
17	CSc1nnc(-c2ccccc2NC(=O)c2cccc(S(=O)(=O)N3CCCCCC3)c2)o1	5.6
18	CC1CN(c2nc(-c3ccsc3)nc3ccccc23)CCO1 (centres undefined)	-5.7
19	O=C(/C=C/c1cccc(Br)c1)c1cccc(O)c1	19.6
20	COc1ccc(-c2nc(CC(=O)NC3CCN(Cc4ccccc4)CC3)cs2)cc1OC	-1.0
21	N#Cc1ccc(NC(=O)C2CC(c3ccccc3F)=NO2)cc1 (centres undefined)	6.4
22	CCN1CCN(Cc2cc(=O)oc3cc(C)cc(O)c23)CC1	2.4
23	Cc1cc(C)cc(NC(=O)CSc2ccc(Cl)cc2)c1	-0.4
24	CCN(CC)c1ccc(NC(=S)Nc2ccccc2)cc1	24.6
25	Cc1ccc(CN(C(=O)CCc2cccs2)C2CC2)cc1	7.1
26	CN(CC(=O)Nc1ccc(Cl)c(Cl)c1)CC(=O)N(C)C1(C#N)CCCCC1	-7.2
27	COC(=O)CCCn1cc(CN2CC(N3CCCCC3)CS2(=O)=O)nn1 (centres undefined)	-0.4
28	COc1cccc(C2c3c(ncn(-c4ccc(C)cc4)c3=N)Oc3ccc4ccccc4c32)c1 (centres undefined)	1.2
29	Cc1ccc(CN2CCC(CNC(=O)Nc3cn(CC(C)C)c(=O)c4ccccc34)C2)cc1 (centres undefined)	6.9
30	Cc1ccc(CCN2C(=O)CCC2(C)C(=O)NCc2ccccc2)cc1 (centres undefined)	-15.5
31	CC(C)(C)c1[nH]nc(C(=O)O)c1Br	-8.9
32	COc1ccccc1C1=NS(=O)(=O)N(C)C(C(=O)N2CCN(Cc3ccccc3)CC2)=C1	5.9
33	N#Cc1ccc(CN2CCN(Cc3nnsc3Cl)CC2)cc1	-7.5
34	CCc1cccc(NC(=O)c2c(-c3ccccc3Cl)noc2C)c1	7.3
35	COc1cccc2cc(C(=O)OC(C)C(=O)c3ccc(Cl)cc3)c(=O)oc12 (centres undefined)	14.6
36	O=C(CN1C(=O)NC2(CCCC2)C1=O)Nc1cnc2ccccc2c1	2.5
37	CC(NC(=O)c1ccc(-c2ccc(F)cc2)o1)C12CC3CC(CC(C3)C1)C2 (centres undefined)	0.7
38	COc1c(C)cccc1C(=O)Nc1cccc2ncccc12	-8.8
39	CCCNC(=O)N(CC)Cc1nc(-c2ccc(C)cc2)no1	0.0
40	Cc1cc(=O)oc2cc(OCC(=O)N(C)CCOc3ccc(Br)cc3)ccc12	11.3
41	COc1ccc(OCCN(C)C(=O)c2cc(Br)c[nH]2)cc1	-11.1
42	O=C(NC1CCCC1)c1nc(-c2c(F)cccc2F)oc1-c1ccccc1	-1.3
43	c1coc(-c2nc(-c3ccc4c(c3)OCCCO4)cs2)c1	5.9
44	O=C(CSc1nnc(-c2ccc(Cl)cc2)o1)N1CCC(c2ccccc2)=N1	-3.0
45	CCOc1ccc(OCC(=O)Nc2ccc3oc(C)nc3c2)cc1	2.0
46	Cn1c(=O)c2c(ncn2CC(=O)Nc2cccc([N+](=O)[O-])c2)n(C)c1=O	1.0
47	CC(C)(C)c1ccc(C2CC(=O)c3cnc(N)nc3C2)cc1 (centres undefined)	-2.1
48	CN(C)C(=O)c1ccccc1NS(=O)(=O)c1ccc(Cl)cc1	-4.4
49	CSc1ccccc1C(=O)Nc1ccc(C(C)(C)C)cc1	-1.4
50	NC(N)=NC(N)=Nc1ccc(Cl)cc1Cl	0.4
51	Cc1ccccc1-c1nnc(SCc2coc(-c3cccs3)n2)n1C	0.7
52	N/C(=C\C(=O)/C=C/c1cccs1)C(Cl)(Cl)Cl	3.3
53	CCOC(=O)c1cnc2c(C)cc(C)cc2c1NCCN(C)C	3.4
54	O=C(O)c1cccnc1SCC(F)(F)F	5.2
55	CC(c1nc(C(C)(C)C)no1)N(C)Cc1ccc2c(c1)OCO2 (centres undefined)	4.6
56	CC(=O)Nc1cccc(NC(=O)CC2CC3CCC2C3)c1 (centres undefined)	8.7

# (more compounds)
cpd	structure	LDHA block
57	CC(C)N(c1ccccc1)c1ccc(NC(=O)c2cc(=O)c3ccccc3o2)cc1	15.7
58	Brc1ccc(-c2ccn[nH]2)cc1	9.0
59	O=C(O)c1cccc2[nH]cnc12	14.9
60	Cc1cccc(-c2c3c(=O)n(C)c(=O)n(C)c3c3n2CCOC3c2coc3ccccc3c2=O)c1 (centres undefined)	4.7
61	COc1cc(SC)ccc1C(=O)OC(C)C(=O)c1ccccc1 (centres undefined)	-3.6
62	COc1cccc(C2C(C#N)=C(N)OC3=C2C(=O)CC(C)(C)C3)c1 (centres undefined)	2.8
63	COCCn1c(=O)[nH]c(=O)c2c3c(cnc21)C(=O)CC(c1ccco1)C3 (centres undefined)	-2.4
64	Cc1cnc(NC(=O)Cc2cnc(-c3ccccc3F)s2)s1	1.7
65	O=C(Nc1cccc(Cl)c1)C1Sc2nnc(-c3ccccc3)n2NC12CCCCC2 (centres undefined)	14.5
66	COc1ccc(OC)c(C(=O)c2oc3cc(NC(=O)C(C)C)ccc3c2C)c1	2.5
67	CCS(=O)(=O)c1ccc2oc(Nc3ccc(Oc4ccccc4)cc3)nc2c1	2.1
68	Cc1nc2cc(NS(=O)(=O)c3ccc(C#N)cc3)ccc2o1	-5.7
69	CCCCn1c(C2NC(=O)NC(C)=C2C(=O)OCC)nc2ccccc21 (centres undefined)	-1.6
70	CCn1c(CSc2nnc(C3CC3)n2-c2ccccc2)nc2cc(S(=O)(=O)N(C)C)ccc21	-0.1
71	COc1ccc(C2=[N+]([O-])C(C)(c3ccccc3)N(O)C2C)cc1 (centres undefined)	-5.8
72	COC(=O)Cc1c(C)c2ccc(OCc3cccc(Cl)c3)c(C)c2oc1=O	-5.4
73	N#CCc1ccccc1C(=O)OCC(=O)N1CCN(c2ccccc2)CC1	9.7
74	Cn1c(=O)c2c(nc(SCc3cccc(F)c3)n2Cc2ccccc2)n(C)c1=O	6.3
75	CCN(CC)c1ccc(NC(=O)CSc2ncnc3ccccc23)cc1	0.5
76	CCCCOc1cccc(N)c1	6.6
77	Cc1cc(NC(=O)C(C)OC(=O)/C(=C/c2cccs2)c2cccs2)on1 (centres undefined)	6.8
78	Cc1cccc(-c2cc(C(=O)N3CCN(c4ncccn4)CC3)c3ccccc3n2)c1	0.0
79	Cn1c(SCC(=O)NCc2ccccc2CN2CCOCC2)nnc1-c1ccc(C(C)(C)C)cc1	-7.2
80	CCNC(=O)CSc1nc(C2CC2)nc2ccccc12	-5.8
81	CCCn1c2ccccc2c2nnc(SCC3CC3(Cl)Cl)nc21 (centres undefined)	4.0
82	COc1cccc(CNC(=O)C=C(C)C)c1	-0.3
83	COC(=O)c1ccc(C(=O)NCC2CCCCC2)cc1	-2.0
84	Nc1[nH]c(C(=O)c2ccccc2)c(-c2ccccc2Br)c1C(=O)NCc1ccc(-c2ccccc2)cc1	12.2
85	COCCOc1nc2c(c(=O)n(C)c(=O)n2C)n1C(C)c1ccccc1 (centres undefined)	-35.6*
86	C/C(=N\Nc1ccc(Br)cc1)c1ccc([N+](=O)[O-])cc1	3.5
87	COCCn1c(SCCOc2cccc(Br)c2)nnc1-c1ccncc1	5.2
88	Cn1nc(C(=O)OCC(=O)Nc2ccc(F)cc2F)c2ccccc2c1=O	0.5
89	CC(C)(C)n1nnnc1C(c1cc2ccccc2o1)N1CCCCC1 (centres undefined)	0.7
90	COc1ccc2c(C)c(CC(=O)Nc3ccc4c(c3)OCCO4)c(=O)oc2c1	0.7
91	CC1(C)CC(=O)C2=C(C1)Nc1nc(SCc3ccccc3)nn1C2c1cccs1 (centres undefined)	0.4
92	CN(CCO)c1ccc(/C=N/NC(=O)C2CC2)cc1	-8.3
93	Cc1ccccc1C(CC(=O)Nc1cccc(-c2ccno2)c1)n1cccc1 (centres undefined)	8.5
94	COc1cccc(C(=O)Nc2ccc3oc(=O)ccc3c2)c1	-0.2
95	CCOC(=O)NC(Nc1ccc(F)c(Cl)c1)(C(=O)OCC)C(F)(F)F (centres undefined)	9.6
96	Cn1c(=O)c2c(nc(Cl)n2CC(=O)c2ccc(Br)cc2)n(C)c1=O	9.6
97	CCOc1ccc(Nc2nc3ccccc3nc2NS(=O)(=O)c2cccs2)cc1	6.7
98	O=C1Nc2ccccc2CCC1n1nc(-c2ccccc2)ccc1=O (centres undefined)	0.9
99	COc1ccc(C2=NOC(Cn3c(=O)c4c(ncn4C)n(C)c3=O)C2)c(OC)c1 (centres undefined)	11.1
100	COc1ccccc1CCNC(=O)C1CCN(c2nc(Cl)nc3nc[nH]c23)CC1	-11.3
101	CC(C)n1nc(C(=O)OCC#N)c2ccccc2c1=O	11.6
102	Cn1cnc2c1c(=O)n(CCCSc1nnc(-c3ccccc3F)o1)c(=O)n2C	-13.9
103	O=C(NC(C1CC1)C1CC1)c1ccnc(Cl)c1	-1.4
104	CC(C)c1cc(C(=O)NCc2ccc(F)cc2)c(N)s1	-6.1

# Given as labelled records: 2 of the compounds above.
85: COCCOc1nc2c(c(=O)n(C)c(=O)n2C)n1C(C)c1ccccc1 (centres undefined)
- LDHA block: -35.6*

86: C/C(=N\Nc1ccc(Br)cc1)c1ccc([N+](=O)[O-])cc1
- LDHA block: 3.5

# (more compounds)
cpd	structure	LDHA block
105	CC(Sc1ccc2ccccc2n1)C(=O)Nc1sccc1C(N)=O (centres undefined)	9.6
106	COc1cc(-c2nnc3sc(COc4ccc(C(C)(C)C)cc4)nn23)cc(OC)c1OC	10.5
107	COc1cc(C)cc2oc(=O)c(CC(=O)Nc3nc(CC(=O)O)cs3)c(C)c12	8.3
108	O=[n+]1cc(-c2cccc(C(F)(F)F)c2)n([O-])c2c1CCCC2	-1.3
109	CC(C)(C)C(=O)Nc1ccc(-c2nc3ccccc3o2)cc1	0.2
110	COc1cccc(CNC(=O)c2ccc(C)cc2)c1	12.3
111	C(=C1CC(=Cn2c3ccccc3c3ccccc32)C1)n1c2ccccc2c2ccccc21	0.7
112	O=C(Nc1ccccc1-n1cncn1)C1CCCCC1	2.4
113	CCCn1c(Oc2ccccc2Cl)nc2c1c(=O)n(C)c(=O)n2C	5.0
114	O=C(NC1CCC(O)CC1)c1ccc2c(c1)-c1ccccc1C2 (centres undefined)	3.9
115	CCOC(=O)c1cccc(-n2cnc(/C=C3\NC(=O)N(CC(=O)OC(C)(C)C)C3=O)c2)c1	-3.1
116	N#Cc1nc(-c2ccc(S(=O)(=O)N3CCCCCC3)cc2)oc1NC1CCCCC1	-2.6
117	O=C(Nc1ccncc1)C12CC3CC(CC(Br)(C3)C1)C2	u
118	Cc1c(Br)c(C(F)(F)F)nn1C(C)C(=O)N1CCN2CCCC2C1 (centres undefined)	-6.1
119	Cc1cccc(NC(=O)c2csc3c2CCCC3)c1C	8.9
120	O=C1CN(Cc2coc(-c3ccc(Cl)cc3)n2)CCN1	-0.8

# Gathered by group: the entries above with a CF3 group
cpd	structure	LDHA block
54	O=C(O)c1cccnc1SCC(F)(F)F	5.2
95	CCOC(=O)NC(Nc1ccc(F)c(Cl)c1)(C(=O)OCC)C(F)(F)F (centres undefined)	9.6
108	O=[n+]1cc(-c2cccc(C(F)(F)F)c2)n([O-])c2c1CCCC2	-1.3
118	Cc1c(Br)c(C(F)(F)F)nn1C(C)C(=O)N1CCN2CCCC2C1 (centres undefined)	-6.1

# Further structures
cpd	structure	LDHA block
121	COC(=O)C1=CN(c2cccc(OCc3ccccc3)c2)C(N)=C(C#N)C1c1ccccc1 (centres undefined)	-3.0
122	COc1ccccc1C(=O)N1CCN(c2oc(-c3ccccc3)nc2C#N)CC1	10.1
123	CCSCc1ccc(C(=O)O)cc1	-1.2
124	COCCn1c(-n2nc(C)cc2C)nc2c1c(=O)n(CCc1ccccc1)c(=O)n2C	-3.6
125	Cc1cc2c(s1)c1cnn(Cc3c(F)ccc(C)c3F)c(=O)c1n2C	-3.0
126	Cc1cnc(NC(=O)c2nn(Cc3ccccc3)c(=O)c3ccccc23)s1	11.3
127	CSc1ccc(C(C)NC(=O)C(C)C)cc1 (centres undefined)	7.7
128	COCCNC(=O)Cc1nc(-c2cccs2)oc1C	4.7
129	O=c1[nH]c(CN(Cc2cccs2)CC2CCCO2)nc2scc(-c3ccco3)c12 (centres undefined)	5.9
130	Cc1cc(OCC(=O)Nc2ccc(C(=O)OC(C)C)cc2)ccc1Cl	12.7
131	COc1cccc(CNC(=O)Cn2ncc3ccc(OC)c(OC)c3c2=O)c1	0.3
132	CN(C(=O)COC(=O)/C=C/c1cccc2cccnc12)c1ccccc1	4.4
133	N#Cc1c(-c2ccccc2)cc(-c2cccs2)nc1SCCS(=O)Cc1ccc(Cl)cc1 (centres undefined)	1.1

# Assay outcomes: PubChem, National Center for Advancing Translational Sciences (NCATS)
